PDI turbidity – blocks human protein disulfide isomerase activity; PDI insulin aggregation turbidity, A650, 90 min; P07237; hit rate 0.052% among 350,000; inhibition, % at 10 µM; AID 588391;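 active = mean inhibition across replicates of 30% or more, whatever share of single replicates reach that level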;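 also: absorbance from insulin aggregation driven by PDI reduction with DTT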
Target sequence (P07237 whole entry, looked up): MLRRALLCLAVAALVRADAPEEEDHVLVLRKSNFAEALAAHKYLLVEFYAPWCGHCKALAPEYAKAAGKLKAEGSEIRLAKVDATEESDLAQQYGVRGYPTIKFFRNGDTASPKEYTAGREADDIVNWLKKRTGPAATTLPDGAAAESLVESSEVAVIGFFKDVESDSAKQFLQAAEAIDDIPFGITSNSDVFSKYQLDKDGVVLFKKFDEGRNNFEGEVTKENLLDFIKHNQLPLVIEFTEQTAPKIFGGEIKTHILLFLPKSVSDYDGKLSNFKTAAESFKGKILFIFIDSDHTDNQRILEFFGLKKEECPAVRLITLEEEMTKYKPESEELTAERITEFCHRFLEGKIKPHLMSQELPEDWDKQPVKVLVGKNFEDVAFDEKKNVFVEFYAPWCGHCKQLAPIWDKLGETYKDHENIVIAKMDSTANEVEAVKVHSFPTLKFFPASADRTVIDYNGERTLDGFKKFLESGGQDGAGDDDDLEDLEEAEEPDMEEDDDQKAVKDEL
MITF TRPM1 inh – reduces MITF-dependent TRPM1 promoter luciferase signal | AID 488899 | hit rate 0.83% among 330,000 | inhibition, % at 12.5 µM | SK-MEL-5 TRPM1 promoter luciferase, 24 h;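 active = mean inhibition across replicates of 60% or more, whatever share of single replicates reaches that level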; also: values of inactives mirror those of a sister screen read the other way
Shn3 inh set2 – Schnurri-3 reporter inhibition in Clone20 osteoblasts. Clone20 osteoblast Shn3 3'UTR firefly luciferase, 24 h. inhibition, % at 12.5 µM. hit rate 0.52% among 360,000. AID 588674;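 active = mean inhibition of at least 75% with every replicate also reaching 75%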;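 also: 0% = median of neutral control wells and 100% = pilot-screen positive control compound; some compounds past the cut are filed as inactive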
hiPSC survival – enhancers of human iPSC single-cell survival | hiPSC single-cell survival, ATPlite luminescence; 100% = ROCK inhibitor wells, 0% = DMSO | hit rate 0.044% among 360,000 | survival enhancement, % at 20 µM | AID 602274; in the data active = survival enhancement above about 18%;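 also: cells exposed to compounds for 16 hours before the ATP read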
NR2E3 ag-1 – agonists of human NR2E3 nuclear receptor | CHO-S Gal4-NCOR/VP16-NR2E3 two-hybrid, luciferase | inhibition of corepressor binding, % at 3.98 µM | hit rate 0.35% among 360,000 | AID 602229;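 active = inhibition above the mean of all tested compounds plus 3 SD, cut at about 70% in these data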;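 also: 0% = DMSO with NR2E3 transfected cells and 100% = cells lacking NR2E3 construct; higher means lower luciferase signal from less NR2E3 corepressor binding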
Target sequence (Q9Y5X4 whole entry, looked up, the tested form may be a part): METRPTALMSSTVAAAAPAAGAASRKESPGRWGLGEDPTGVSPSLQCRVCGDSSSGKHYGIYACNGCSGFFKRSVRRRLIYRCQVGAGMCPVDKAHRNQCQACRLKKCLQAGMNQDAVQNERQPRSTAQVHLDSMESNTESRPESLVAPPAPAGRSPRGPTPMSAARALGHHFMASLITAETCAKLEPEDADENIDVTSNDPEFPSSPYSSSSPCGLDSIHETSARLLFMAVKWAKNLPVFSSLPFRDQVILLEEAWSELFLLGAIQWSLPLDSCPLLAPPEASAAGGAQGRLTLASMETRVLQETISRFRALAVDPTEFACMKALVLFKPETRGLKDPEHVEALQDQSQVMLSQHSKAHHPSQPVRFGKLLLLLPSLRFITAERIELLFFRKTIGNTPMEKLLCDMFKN
HTR2A ag – activates the mouse 5-HT2A serotonin receptor. CHO-K1 mHTR2A beta-arrestin complementation, luminescence; percent of 30 µM serotonin response. activation, % at 7.6 µM. hit rate 0.66% among 360,000;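 active = activation above a run cutoff, the mean activation of all tested compounds plus 3 SD, cut at about 14% in these data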;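 also: 0% = plate median of compound wells and 100% = 30 µM serotonin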
CaV13 FRET inh – Disruptors of the CACNA1D IQ motif to Ca2+-dependent inactivation inhibitor domain association, primary screening, Förster resonance energy transfer in intact living …; HEK cells, CFP/YFP FRET ICDI-IQ, plate reader, 10 min; percent FRET-ratio fall versus neutral wells; inhibition, % at 12.3 µM; hit rate 0.098% among 340,000; AID 743397;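 active = mean replicate inhibition of at least 30% and at least 1% of replicates passing that level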;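 also: 0% = median of the neutral control wells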
NR2E3 ag-2 – agonists of human nuclear receptor NR2E3; AID 2300; GST-NR2E3/biotin-RetCOR TR-FRET, 1536-well; hit rate 0.12% among 320,000; inhibition of corepressor binding, % at 4.78 µM; Q9Y5X4;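 active = percent inhibition above the cutoff of mean plus 3 SD of all tested compounds, set per screening campaign, cut at about 20% in these data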;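 also: 0% = DMSO wells and 100% = biotin wells as full block of FRET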
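Material: NR2E3–RetCOR corepressor complex | Quantity: 1.35 nM GST-tagged NR2E3 final | Schedule: 5 h at 4 °C | Replication: Singlicate compound wells | Reagent: RetCOR corepressor, biotinylated, 7 nM | Controls: Biotin wells as high control, 0.6% DMSO wells as low control | Signal: TR-FRET, Eu(K)-anti-GST donor, streptavidin-D2 acceptor, ex 340, em 617/671 nm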
HIF-2a block – inhibitors of HIF-2a; 786-0 RCC cells HIF-2a reporter, luciferase luminescence, overnight; inhibition, % at 18.8 µM; hit rate 0.72% among 360,000;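 active = inhibition of the luminescence signal of 40% or more relative to plate controls, in a single-dose primary screen at 18.75 µM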
Peg3 prom inh – Peg3 promoter activity inhibition | HeLa PEG-Prom luciferase reporter, luminescence, overnight | inhibition, % at 20 µM | hit rate 1.7% among 360,000 | AID 588405;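 active = inhibition of at least 50% at 20 µM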
H9c2 protect – myocardial damage modulation in H9c2 cells. H9c2 cardiomyocytes, H2O2 injury protection, ATPLite, 2 h. hit rate 0.63% among 360,000. AID 588492. protection from H2O2 cell death, % at 20 µM;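 active = compounds giving at least 50% protection of heart cells from peroxide-induced death in the single-dose screen, raw or plate-pattern-corrected value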;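 also: 0% = DMSO wells with peroxide and 100% = DMSO wells without peroxide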
The depositor's hits bear a star; . = no result given; & = joins results of further samples.

SMILES	PDI turbidity	MITF TRPM1 inh	Shn3 inh set2	hiPSC survival	NR2E3 ag-1	HTR2A ag	CaV13 FRET inh	NR2E3 ag-2	HIF-2a block	Peg3 prom inh	H9c2 protect
COc1cc(C(CC(=O)Nc2ccc(C)cn2)N2Cc3ccccc3C2=O)cc(OC)c1OC (centres undefined)	1	18	13	-0.2	-17	0	-4	-1	18	19	0
CCOc1ccc(-c2nnc(-c3ccco3)o2)cc1OCC	3	-34	-79	-0.7	-68	2	-3	0	-145	-147	4
CC(C)N(CCNC(=O)c1cn(C)c2ccc(S(=O)(=O)N(C)C)cc2c1=O)Cc1ccccc1	.	-7	12	-3.4	-28	3	-5	2	6	4	0
Cc1ccc(NC(=O)c2ccc(CSc3ccccn3)cc2)c(O)c1	-5	-7	12	0.1	-4	-6	-13	-4	-128	-70	-7
CC(=O)c1cccc(N(C(=O)CS(=O)CC(=O)Nc2ccc(F)cc2)C(C(=O)NC2CCCCC2)c2ccc(C)o2)c1 (centres undefined)	-14	9	4	0.9	14	2	-4	-1	16	9	-1
COC(=O)c1cn(NC(=O)Cc2cccc(C(F)(F)F)c2)c(=O)c2ccccc12	3	-3	6	0.6	8	5	.	4	18	18	0
CCOc1cc(C(=O)Nc2cc(C)ccn2)cc(OCC)c1OCC	8	-2	3	0.2	-32	0	.	-1	10	20	3
COc1ccc(C(=O)/C=C/c2cc(C(=O)O)cc3c2OCOC3)c(O)c1	2	8	-19&-69	-0.5	-9	-2	3	-2	-28	6	-8
CC(=O)Nc1ccc(S(=O)(=O)NCC(CCC(=O)O)C(F)(F)F)cc1 (centres undefined)	5	1	0	-0.9	24	4	-6	-1	19	23	-1
O=C1NC(Cc2ccccc2)c2nc3cc(F)ccc3c(=O)n2-c2ncccc21 (centres undefined)	-1	.	-1	-0.2	12	-4	-5	.	15	3	13
CN(C(=O)COC(=O)c1sc2ccccc2c1Cl)C1CCCCC1	6	2	3	2.2	25	2	-14	1	2	-2	-10
O=c1n(Cc2ccccc2)c2cc(Cl)cnc2n1Cc1ccccc1	-4	15	15	1.4	1	-6	.	2	24	23	-4
CCN1CCN(C(=O)c2ccc(CS(=O)(=O)Cc3ccccc3Cl)o2)CC1	-1	.	-1	-1.1	1	6	-5	.	17	0	1
O=C(C1CC(Cl)CN1S(=O)(=O)c1ccc(Cl)cc1)N1CCOCC1 (centres undefined)	-4	-1	11	1.5	-15	1	-3	1	19	8	5
Cc1cnc(C(=O)OCC(=O)c2cc(C)n(C)c2C)cn1	6	6	-20	-1.9	-13	3	6	0	6	10	5
CCN(CC)S(=O)(=O)c1ccc(N=Nc2c(N)[nH]c(=O)[nH]c2=O)cc1	-3	1	7	-0.2	-15	4	-4	-4	14	19	2
CC(C)N(C)c1ncnc2c1ncn2[C@H]1CN(Cc2ccc(F)cc2)C[C@@H](CO)O1	0	.	-16	-1.5	15	3	-3	.	13	6	4
Cn1c(=O)n(C)c2cc(NC(=O)c3ccccc3)ccc21	2	.	-15	2.2	-34	0	-6	.	-111	-22	0
C/C(CC1(O)C(=O)N(Cc2ccccc2)c2ccccc21)=N\O (centres undefined)	-41	6	6	-0.6	-16	4	-5	0	10	14	5
N#CC1C(=O)c2ccccc2C1c1ccccc1 (centres undefined)	1	16	71	-1.8	5	-3	-2	.	31	12	1
CC(CNC(=O)c1ccc(N)cc1)NC(=O)c1ccc(N)cc1 (centres undefined)	-9	-6	-15	-0.6	-18	-3	29	-3	13	-3	16
O=C(CN1CCN(c2ncccn2)CC1)Nc1ccccc1-n1cccc1	14	4	45	-0.6	14	10	-9	3	3	20	-8
Cc1ccc(NC(=O)c2nnn(CC(=O)Nc3ccc4c(c3)OCO4)c2N)cc1C	2	-14	-23	-0.7	-30	1	-4	3	-76	-53	-9
CN(C)CCN(Cc1cccs1)c1ccccn1	-5	-4	-4	2.5	-4	-8	-4	2	-5	-21	4
CCOc1cc(/C=N/n2c(C)nc3sc(C)c(C)c3c2=O)ccc1O	-3	6	15	0.7	-6	-3	-6	1	9	4	-4
C[C@@H]1CC2=C(C(=O)OC(C)(C)O2)[C@H](c2ccc(F)cc2)O1	.	.	.	0.5	-3	1	-5	.	5	.	.
Cn1cc(CN(CCO)Cc2cccs2)c(-c2cccc(Cl)c2)n1	-6	0	18	0.0	-16	2	-2	0	13	13	7
C=CCSc1nc(N)c(C(=O)Nc2ccccc2OC)cc1C(=O)Nc1ccccc1	5	-5	4	4.9	3	2	-3	-3	16	15	3
COC(=O)c1cc(Br)c(=O)n(Cc2ccco2)c1	1	-4	-8	-2.8	-10	-1	.	5	11	3	-2
CC(C#N)Sc1ccc(S(=O)(=O)N2CCCC2)cn1 (centres undefined)	1	-1	-1	-1.7	4	-1	-15	1	3	-2	10

Reprinted from the part before: three compounds; new compounds follow.
SMILES	PDI turbidity	MITF TRPM1 inh	Shn3 inh set2	hiPSC survival	NR2E3 ag-1	HTR2A ag	CaV13 FRET inh	NR2E3 ag-2	HIF-2a block	Peg3 prom inh	H9c2 protect
C=CCSc1nc(N)c(C(=O)Nc2ccccc2OC)cc1C(=O)Nc1ccccc1	5	-5	4	4.9	3	2	-3	-3	16	15	3
COC(=O)c1cc(Br)c(=O)n(Cc2ccco2)c1	1	-4	-8	-2.8	-10	-1	.	5	11	3	-2
CC(C#N)Sc1ccc(S(=O)(=O)N2CCCC2)cn1 (centres undefined)	1	-1	-1	-1.7	4	-1	-15	1	3	-2	10
Cc1ccc(Cl)cc1NC(=O)NCc1ccccn1	-3	5	12	0.0	-12	-8	-6	1	-5	6	1
COc1ccc(C(=O)Nc2nnc(S(=O)(=O)Cc3ccc(F)cc3)s2)cc1	-11	1	20	-0.3	-15	1	-8	6	2	-8	-10
COc1ccccc1-n1c2c(cc(C(=O)N3CCC(C)CC3)c1=O)C(=O)CC(C)(C)C2	.	.	-7	-4.6	7	3	-11	-4	4	-8	13
CCn1c(=O)c(C(C)=O)c(O)c2ccccc21	-2	7	-17	-0.7	-7	0	-7	-1	12	-4	4
CCC(C)[C@H](NC(=O)N1CC(=O)Nc2ccccc21)C(=O)N[C@H](C(=O)O)c1ccccc1 (some centres undefined)	4	1	-8	-0.3	-31	5	-2	0	9	5	7
Cc1ccc(S(=O)(=O)c2nnn3c2nc(Nc2cccc(C)c2)c2ccccc23)cc1	1	-2	6	-0.1	1	-2	-5	-3	18	11	4
Cc1ccc(S(=O)(=O)NCc2ccncc2)cc1C(=O)NCC(C)C	3	0	36	0.6	-3	1	.	2	-3	6	-7
Cc1ccc(-n2nc3ccc(N)cc3n2)cc1C	-4	27	9	-0.9	-52	3	-4	3	-101	-220	-23
NC(=S)N=Nc1c(O)cc(O)c2[nH]c(=O)ccc12	4	-6	21	0.1	14	1	-6	.	11	3	-8
CCOc1ccc(CCNC(=O)COC(=O)/C=C/c2ccco2)cc1OCC	9	1	-19	-0.2	-20	-4	.	3	10	3	-2
CCc1ccc(OCCCC(=O)NCc2ccco2)cc1	1	8	20	3.4	-6	2	8	3	-1	0	-2
CNC(=O)c1ccsc1NC(=O)C1CCCN1S(=O)(=O)c1cccs1 (centres undefined)	1	8	6	1.6	-12	8	-7	0	18	15	3
O=C(NC1(O)C(=O)c2ccccc2C1=O)c1c(Cl)cccc1Cl	3	-1	-12	0.4	-3	-3	-19	-7	10	13	10
O=C(Oc1ccc(Br)cc1)c1n[nH]c(=O)c2ccccc12	1	0	-8	-1.3	7	1	-3	6	2	-7	36
COCc1cc(C)nc(SCC[N+](C)(C)CC(=O)Nc2cccc(C(F)(F)F)c2)c1C#N	7	-13	-34	0.1	1	-5	0	2	8	-15	5
Nc1ccc(S(=O)(=O)Nc2cnc3ccccc3n2)cc1	3&-3	-3&11	-10&8	-1.3&-0.3	1&4	1&-2	-4&-8	0&1	2&12	-7&-4	17&4
CCC(C)(C)NC(=O)C(c1ccccc1F)N(Cc1ccco1)C(=O)Cn1nnc2ccccc21 (centres undefined)	-6	2	11	-0.4	-28	-3	.	1	19	20	2
Cc1ccc(C(=O)OCN2C(=O)c3ccccc3C2=O)cc1S(=O)(=O)N1CCOCC1	0	9	-8	0.0	11	-2	-6	1	5	9	7
O=C(/C=C/c1ccc([N+](=O)[O-])cc1)/C=C/c1ccco1	3	55	39	-0.7	-30	4	-10	4	-29	-26	1
CN(CC(=O)Nc1ccccc1Cl)C(=O)COC(=O)CNC(=O)c1ccc(Br)o1	-5	-10	9	-0.8	24	10	-4	3	8	12	4
NC(=O)C1CCN(C(=O)C2CC(=O)N(c3ccc(F)cc3)C2)CC1 (centres undefined)	1	-15	3	0.0	-37	-1	-6	2	3	2	0
CCN1CCN(C(=S)NCCOC)CC1	1	9	-42	1.4	1	-4	-1	-2	20	9	4
O=c1ccc(-c2ccccc2)nn1Cc1ccc(F)cc1	-3	-17	18	-0.6	7	-9	-12	-1	-81	-8	-3
CC(NC(=O)C1CCN(C(=O)c2ccc(F)cc2)CC1)c1ccc(S(N)(=O)=O)cc1 (centres undefined)	-4	6	10	-2.1	7	-2	-6	.	14	-1	-2
COc1ccc2cc(C(C)C(=O)N3CCC(C(N)=O)CC3)ccc2c1 (centres undefined)	-3	9	17	-0.5	2	8	-5	-5	2	-1	-1
O=C1Nc2cc(C(=O)N3CCN(c4ccc(F)cc4)CC3)ccc2NC1CSCc1cccc(F)c1 (centres undefined)	8	11	-10	-0.1	-4	8	-16	3	12	1	7
CN(C)c1ccc(SC#N)cc1	-1	4	-30	-0.5	-4	-4	-4	1	5	-12	8
CNC(=S)NCCN1CCOCC1	1	-12	7	-1.6	-5	2	-5	2	16	7	5
CCCCN(C(=O)c1ccccc1Br)C1CCS(=O)(=O)C1 (centres undefined)	10	-1	-5	-0.4	-20	-3	-6	-4	16	5	0
O=S(=O)(c1ccc(SCc2ccccc2)nc1)N1CCCCCC1	-37	-22	-9	-0.5	-50	5	-8	2	-131	-123	-6
COc1ccc(N(CC(=O)Nc2cccnc2)S(C)(=O)=O)cc1	-2	7	-10	-0.8	-8	1	-2	0	8	5	2
Cc1cc(C)n(-c2nc(NCc3cccnc3)c3c4c(sc3n2)COC(C)(C)C4)n1	-5	-5	11	-0.5	4	-2	-6	3	-45	-65	13
CCC1CCc2c(sc(NC(=O)c3ccoc3C)c2C(N)=O)C1 (centres undefined)	21	-16	-16	2.6	-49	4	0	0	-164	-110	-9
COc1ccc(NC(=O)CSc2nc(NS(=O)(=O)c3ccccc3)cc(=O)[nH]2)cc1	-13	0	-4	-2.2	-12	4	-6	-2	11	11	-1
O=C(NCCCl)NNc1c(Cl)cc(Cl)cc1Cl	-4	-22	-33	-1.6	-35	2	-5	2	-111	-110	-1

Screening results: PubChem BioAssay, several laboratories
